Screening data from PubChem BioAssay.
PAFAH2 inh: PAFAH2 enzyme inhibitors, primary screen, biochemical, fluorescence polarization, human. Platelet-activating factor acetylhydrolase 2, cytoplasmic (Homo sapiens), Q99487. recombinant PAFAH2, FP-rhodamine activity probe. inhibition, % at 3.39 µM. 340,000 tested, 0.99% active. AID 492956, 2010;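 active = inhibition above the mean over all tested compounds plus 3 SD, cut at about 30% in these data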;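 note: inhibitors block probe labeling of enzyme so polarization drops; 0% = enzyme with DMSO and 100% = wells lacking PAFAH2 protein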
GSTO1 counter: inhibitors of recombinant GSTO1, primary screen, counter-screen for RBBP9 inhibitor project, biochemical, fluorescence polarization; 300,000 tested, 1.1% active; Glutathione S-transferase omega-1 (Homo sapiens), P78417; activity-based probe fluorescence polarization; AID 1974, 2009; inhibition, % at 5.96 µM;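 active = inhibition above the campaign mean inhibition plus 3 SD, cut at about 35% in these data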;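 note: 0% = GSTO1-1 with DMSO and 100% = wells lacking GSTO1-1 enzyme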
PAFAH1B2 FP inh: PAFAH1B2 enzyme inhibitors, primary screen, biochemical, fluorescence polarization, human | recombinant PAFAH1B2, FP-rhodamine activity probe | AID 492953, 2010 | inhibition, % at 3.39 µM | 340,000 tested, 1.2% active;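 active = inhibition above the mean of all tested compounds plus 3 SD, cut at about 24% in these data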;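 note: 0% = enzyme with DMSO and 100% = wells lacking PAFAH1B2; many of its hits are not listed in these tables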
PME-1 inh: PME-1 inhibitors via competitive probe labeling, primary screen, biochemical, fluorescence polarization, FP-Rh probe, HTS | inhibition, % at 5.9 µM | 320,000 tested, 0.53% active | AID 2130, 2009 | recombinant PME-1 | Protein phosphatase methylesterase 1 (Homo sapiens), Q9Y570;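 active = inhibition above the campaign mean of all compounds plus 3 SD, cut at about 26% in these data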;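 note: competitive labeling of PME-1 active site by serine hydrolase directed probe; 0% = PME-1 with DMSO and 100% = wells lacking PME-1 enzyme; inhibitors block probe labeling so polarization falls and inhibition rises; many of its hits are not listed in these tables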
pPAFAH FP inh: pPAFAH enzyme inhibitors, primary screen, biochemical, fluorescence polarization, human; Platelet-activating factor acetylhydrolase (Homo sapiens), Q13093; recombinant pPAFAH, FP-rhodamine probe fluorescence polarization; inhibition, % at 3.39 µM; 330,000 tested, 1.5% active;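 active = inhibition above the mean inhibition across the screen plus 3 SD, cut at about 25% in these data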;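 note: inhibitors block binding of the rhodamine activity-based probe so polarization drops; 0% = enzyme with DMSO and 100% = wells lacking pPAFAH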
PAFAH1B3 FP inh: PAFAH1B3 enzyme inhibitors, primary screen, biochemical, fluorescence polarization, human | recombinant PAFAH1B3, FP-rhodamine probe | inhibition, % at 3.39 µM | 340,000 tested, 0.28% active | AID 492972, 2010;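 active = inhibition above the screen-wide average of all tested compounds plus 3 SD, cut at about 25% in these data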;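 note: 0% = enzyme with DMSO only and 100% = wells lacking PAFAH1B3 protein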
LYPLA2 inh: LYPLA2 inhibitors, primary screen, counter-screen for PME1 inhibitor project, biochemical, fluorescence polarization, FP-Rh probe ABPP. Acyl-protein thioesterase 2 (Homo sapiens), O95372. recombinant LYPLA2. inhibition, % at 5.9 µM. 320,000 tested, 0.38% active. AID 2177, 2009;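 active = inhibition above the screen-wide mean plus 3 SD, limit set per campaign, cut at about 26% in these data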;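 note: 0% = LYPLA2 with DMSO and 100% = wells lacking LYPLA2 enzyme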
LYPLA1 counter: LYPLA1 inhibitors, primary screen, counter-screen for PME1 inhibitor project, biochemical, fluorescence polarization, FP-Rh probe ABPP; recombinant LYPLA1; inhibition, % at 5.9 µM; 320,000 tested, 0.16% active; Acyl-protein thioesterase 1 (Homo sapiens), O75608;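 active = inhibition above the mean of all tested compounds plus 3 SD, set per campaign, cut at about 14% in these data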;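 note: inhibitors block serine hydrolase probe labeling of LYPLA1 so polarization falls; 0% = enzyme with DMSO and 100% = wells lacking LYPLA1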
Target sequence (O75608 whole entry, looked up): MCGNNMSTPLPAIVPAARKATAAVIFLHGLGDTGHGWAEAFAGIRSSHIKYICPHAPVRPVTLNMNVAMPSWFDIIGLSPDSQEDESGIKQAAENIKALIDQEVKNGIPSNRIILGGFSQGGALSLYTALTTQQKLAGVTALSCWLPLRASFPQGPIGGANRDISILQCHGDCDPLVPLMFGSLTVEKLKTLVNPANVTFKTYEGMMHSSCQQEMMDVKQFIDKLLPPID
PAD4 FP inh: human PAD4 inhibitors, primary screen, biochemical, fluorescence polarization, 1536-well format. inhibition, % at 6.36 µM. AID 485272, 2010. Protein-arginine deiminase type-4 (Homo sapiens), Q9UM07. recombinant PAD4, RCA probe fluorescence polarization. 330,000 tested, 0.41% active;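 active = percent inhibition above a cutoff equal to the mean of all tested compounds plus 3 SD, cut at about 15% in these data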;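 note: 0% = PAD4 with RCA probe and DMSO and 100% = probe without PAD4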
Target sequence (Q9UM07 whole entry, looked up): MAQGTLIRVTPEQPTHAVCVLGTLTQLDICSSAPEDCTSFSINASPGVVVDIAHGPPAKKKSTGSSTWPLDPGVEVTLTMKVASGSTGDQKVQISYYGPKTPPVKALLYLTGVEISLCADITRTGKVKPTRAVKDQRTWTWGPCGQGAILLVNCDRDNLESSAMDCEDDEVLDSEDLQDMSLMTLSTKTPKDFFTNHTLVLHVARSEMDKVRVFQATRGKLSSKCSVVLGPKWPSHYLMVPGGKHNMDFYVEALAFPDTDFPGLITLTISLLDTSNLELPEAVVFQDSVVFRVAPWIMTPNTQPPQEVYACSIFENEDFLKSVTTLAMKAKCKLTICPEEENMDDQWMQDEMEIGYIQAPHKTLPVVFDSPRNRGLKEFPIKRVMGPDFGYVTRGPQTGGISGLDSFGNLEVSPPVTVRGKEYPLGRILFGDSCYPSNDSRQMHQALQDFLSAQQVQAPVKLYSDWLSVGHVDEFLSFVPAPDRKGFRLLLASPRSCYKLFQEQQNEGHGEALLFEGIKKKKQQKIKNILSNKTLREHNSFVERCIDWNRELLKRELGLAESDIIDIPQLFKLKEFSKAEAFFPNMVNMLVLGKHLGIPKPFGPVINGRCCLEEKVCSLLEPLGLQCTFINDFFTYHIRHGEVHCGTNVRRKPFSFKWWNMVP
Active calls of the source: *. Not all compounds are listed, so the mix of outcomes need not match the whole.

For COc1ccc(CNC(=O)C2CCC(CNc3c(N4CCC(C)CC4)c(=O)c3=O)CC2)cc1 (stereo not given) the results were PAFAH2 inh -2.7, GSTO1 counter 2.5, PAFAH1B2 FP inh 5.3, PME-1 inh -3.1, pPAFAH FP inh 4.3, PAFAH1B3 FP inh 2.2, LYPLA2 inh 3.3, LYPLA1 counter -0.2 and PAD4 FP inh 5.0.
COC(CNC(=O)c1ccc2c(c1)ncn2-c1ccc(F)c(F)c1)OC was read as PAFAH2 inh -0.8, GSTO1 counter 5.5, PAFAH1B2 FP inh 3.4, PME-1 inh -3.5, pPAFAH FP inh 2.8, PAFAH1B3 FP inh -7.1, LYPLA2 inh 4.0, LYPLA1 counter 0.5 and PAD4 FP inh -4.7.
`FC(F)(F)c1cc(CO[C@@H]2CCCN[C@@H]2c2ccccc2)cc(C(F)(F)F)c1` gave PAFAH2 inh 3.0, GSTO1 counter 3.2, PAFAH1B2 FP inh 3.7, PME-1 inh 9.2, pPAFAH FP inh 1.7, PAFAH1B3 FP inh -1.6, LYPLA2 inh 0.5, LYPLA1 counter 3.0 and PAD4 FP inh 6.6.
Screening O=C(NCc1ccc(C(F)(F)F)cc1)C1CC(c2ccccc2[N+](=O)[O-])=NO1 (stereo not given) returned PAFAH2 inh 0.6, GSTO1 counter 9.1, PAFAH1B2 FP inh 13.7, PME-1 inh 2.4, pPAFAH FP inh 7.3, PAFAH1B3 FP inh 5.6, LYPLA2 inh -2.4, LYPLA1 counter 2.5 and PAD4 FP inh -2.1.
O=C(/C=C/c1ccc(Br)cc1)NC(=S)Nc1ccc(S(=O)(=O)Nc2nccs2)cc1 was read as PAFAH2 inh -0.7, GSTO1 counter 0.1, PAFAH1B2 FP inh 3.8, PME-1 inh 3.3, pPAFAH FP inh 8.9, PAFAH1B3 FP inh 7.0, LYPLA2 inh 0.1, LYPLA1 counter -1.3 and PAD4 FP inh -3.3.
Cc1cc(C)nc(N2CCN(C(=O)c3ccc(S(=O)(=O)N4CCCCCC4)cc3)CC2)n1 was read as PAFAH2 inh 5.2, GSTO1 counter 4.3, PAFAH1B2 FP inh 5.6, PME-1 inh 0.9, pPAFAH FP inh 8.4, PAFAH1B3 FP inh 5.1, LYPLA2 inh 8.5, LYPLA1 counter 6.6 and PAD4 FP inh 0.4.
CC(=O)Nc1cc(-c2nn(C)c(=O)c3ccccc23)ccc1N1CCOCC1 was read as PAFAH2 inh -4.4, GSTO1 counter -5.5, PAFAH1B2 FP inh 1.1, PME-1 inh -1.4, pPAFAH FP inh -2.2, PAFAH1B3 FP inh 2.1, LYPLA2 inh 5.2, LYPLA1 counter -0.7 and PAD4 FP inh -1.9.
`O=C(Cn1cnc2c(nnn2Cc2ccccc2)c1=O)c1ccccc1` gave PAFAH2 inh -8.1, GSTO1 counter 1.0, PAFAH1B2 FP inh 6.8, PME-1 inh -0.9, pPAFAH FP inh 4.6, PAFAH1B3 FP inh -6.0, LYPLA2 inh -1.8, LYPLA1 counter -0.3 and PAD4 FP inh -1.9.
COc1cc2c(cc1C1NC(=S)NC(C)=C1C(=O)N(C)C)CCCC2 (stereo not given) was read as PAFAH2 inh 7.4, GSTO1 counter -4.2, PAFAH1B2 FP inh 2.2, PME-1 inh 4.0, pPAFAH FP inh 3.9, PAFAH1B3 FP inh 15.4, LYPLA2 inh 0.6, LYPLA1 counter -1.0 and PAD4 FP inh -8.4.
For c1csc(-c2nn3c(C4COc5ccccc5O4)nnc3s2)c1 (stereo not given) the results were PAFAH2 inh 4.0, GSTO1 counter 0.9, PAFAH1B2 FP inh -3.8, PME-1 inh 0.1, pPAFAH FP inh 5.4, PAFAH1B3 FP inh 1.6, LYPLA2 inh 0.3, LYPLA1 counter -0.5 and PAD4 FP inh -1.2.
`COC(=O)C1=C(C(=O)OC)[C@@H]2Nc3ccccc3[C@@]23C[C@@H](C(=O)OC)N(C(=O)C2CCC2)C3=N1` gave PAFAH2 inh 8.4, GSTO1 counter 1.0, PAFAH1B2 FP inh 1.5, PME-1 inh 8.2, pPAFAH FP inh 2.1, PAFAH1B3 FP inh -0.9, LYPLA2 inh 4.8, LYPLA1 counter 6.1 and PAD4 FP inh -2.9.
Screening CN(Cc1cn(-c2ccccc2)nc1-c1ccc(F)cc1)C(=O)CCC(=O)O returned PAFAH2 inh -2.2, GSTO1 counter 10.2, PAFAH1B2 FP inh 3.2, PME-1 inh -5.1, pPAFAH FP inh 1.3, PAFAH1B3 FP inh 15.7, LYPLA2 inh 7.9, LYPLA1 counter -2.9 and PAD4 FP inh 4.7.
Screening CCOC(=O)c1sc(C)nc1C1CCN(C(=O)OCC)CC1 returned PAFAH2 inh -4.9, GSTO1 counter 5.0, PAFAH1B2 FP inh 4.4, PME-1 inh -3.0, pPAFAH FP inh -0.8, PAFAH1B3 FP inh -3.9, LYPLA2 inh -3.3, LYPLA1 counter 0.9 and PAD4 FP inh 3.9.
`CN(c1ccc(OCC(=O)OCC(=O)Nc2c(F)c(F)c(F)c(F)c2F)cc1)S(=O)(=O)c1ccc(F)cc1` gave PAFAH2 inh 2.4, GSTO1 counter 1.4, PAFAH1B2 FP inh -0.1, PME-1 inh 0.5, pPAFAH FP inh 6.4, PAFAH1B3 FP inh -4.3, LYPLA2 inh -2.6, LYPLA1 counter 0.6 and PAD4 FP inh 3.5.
`O=C(Nc1nc(-c2cccs2)cs1)c1ccc(Cl)s1` gave PAFAH2 inh 3.4, GSTO1 counter -3.2, PAFAH1B2 FP inh -7.8, PME-1 inh -10.8, pPAFAH FP inh 0.6, PAFAH1B3 FP inh 0.9, LYPLA2 inh -21.2, LYPLA1 counter -16.4 and PAD4 FP inh -3.1.
`Cc1ccc(Cl)cc1NC(=O)c1ocnc1C` gave PAFAH2 inh 0.5, GSTO1 counter 0.4, PAFAH1B2 FP inh -1.9, PME-1 inh 2.2, pPAFAH FP inh 0.1, PAFAH1B3 FP inh 10.5, LYPLA2 inh 2.4, LYPLA1 counter -2.3 and PAD4 FP inh -1.7.
Screening COc1ccnc(Oc2ccccc2)c1C#N returned PAFAH2 inh 4.0, GSTO1 counter -5.6, PAFAH1B2 FP inh 5.8, PME-1 inh -3.6, pPAFAH FP inh 1.0, PAFAH1B3 FP inh 5.7, LYPLA2 inh 0.1, LYPLA1 counter 0.3 and PAD4 FP inh 2.9.
Screening COc1ccc(/C(C)=N/NS(=O)(=O)c2cc(C)ccc2C)c(OC)c1 returned PAFAH2 inh 3.5, GSTO1 counter 0.1, PAFAH1B2 FP inh 0.2, PME-1 inh 1.1, pPAFAH FP inh 1.1, PAFAH1B3 FP inh 18.7, LYPLA2 inh 0.0, LYPLA1 counter -2.8 and PAD4 FP inh 2.6.
CCNC(=S)N1CCN(c2nc(CC)nc3sc4c(c23)CCCC4)CC1 was read as PAFAH2 inh 4.3, GSTO1 counter -0.6, PAFAH1B2 FP inh 1.1, PME-1 inh 4.3, pPAFAH FP inh 12.6, PAFAH1B3 FP inh 4.5, LYPLA2 inh 0.2, LYPLA1 counter 2.2 and PAD4 FP inh 1.1.
For CCOc1ccc(N(C(=O)c2ccccc2Cl)C2=NC(C)(C)CS2)cc1 the results were PAFAH2 inh 0.4, GSTO1 counter 0.0, PAFAH1B2 FP inh 0.8, PME-1 inh 3.9, pPAFAH FP inh 0.1, PAFAH1B3 FP inh 2.8, LYPLA2 inh 5.0, LYPLA1 counter 2.0 and PAD4 FP inh -1.2.
`C=CCNC(=O)c1onc(CSc2cc(C)cc(C)c2)c1C(=O)O` gave PAFAH2 inh 37.8*, GSTO1 counter -12.0, PAFAH1B2 FP inh 6.4, PME-1 inh 1.3, pPAFAH FP inh 0.1, PAFAH1B3 FP inh 4.5, LYPLA2 inh 1.5, LYPLA1 counter 4.1 and PAD4 FP inh -7.1.
Screening O=C(COc1ccc(S(=O)(=O)N2CCCC2)cc1)NCCC1=CCCCC1 returned PAFAH2 inh 4.8, GSTO1 counter 3.9, PAFAH1B2 FP inh 9.3, PME-1 inh 6.9, pPAFAH FP inh 8.3, PAFAH1B3 FP inh 0.3, LYPLA2 inh 9.5, LYPLA1 counter 0.6 and PAD4 FP inh -0.5.
CCOC(=O)C1=C(CN2c3ccccc3CC2C)NC(=O)NC1c1ccccc1 (stereo not given) was read as PAFAH2 inh -3.8, GSTO1 counter 5.2, PAFAH1B2 FP inh -2.1, PME-1 inh 8.2, pPAFAH FP inh 7.8, PAFAH1B3 FP inh 6.9, LYPLA2 inh 4.7, LYPLA1 counter 3.5 and PAD4 FP inh 8.0.
Screening Cc1ccc(-n2c(SCC(=O)Nc3ccc(N4CCOCC4)cc3)nc3ccccc3c2=O)cc1 returned PAFAH2 inh -4.4, GSTO1 counter 3.3, PAFAH1B2 FP inh -0.3, PME-1 inh -2.2, pPAFAH FP inh 0.1, PAFAH1B3 FP inh 1.3, LYPLA2 inh -9.5, LYPLA1 counter -5.7 and PAD4 FP inh 1.4.
For N#C/C(=C\c1ccccn1)c1ccccn1 the results were PAFAH2 inh -2.0, GSTO1 counter 3.2, PAFAH1B2 FP inh 0.8, PME-1 inh -3.0, pPAFAH FP inh 8.2, PAFAH1B3 FP inh 1.0, LYPLA2 inh -5.7, LYPLA1 counter 2.0 and PAD4 FP inh -4.2.
COc1ccccc1CNN was read as PAFAH2 inh 1.2, GSTO1 counter -5.3, PAFAH1B2 FP inh 2.3, PME-1 inh 2.6, pPAFAH FP inh 2.9, PAFAH1B3 FP inh 0.3, LYPLA2 inh 7.2, LYPLA1 counter 2.9 and PAD4 FP inh 2.0.
CC1=C(C(=O)OCc2ccccc2)C(c2ccc([N+](=O)[O-])cc2)NC(=O)N1CCCCCC(=O)O (stereo not given) was read as PAFAH2 inh 2.7, GSTO1 counter 3.6, PAFAH1B2 FP inh -5.9, PME-1 inh -2.2, pPAFAH FP inh 2.9, PAFAH1B3 FP inh 2.4, LYPLA2 inh -2.9, LYPLA1 counter -3.0 and PAD4 FP inh -1.2.
Screening c1ccc(N2N=C(c3cccs3)CC2c2ccco2)cc1 (stereo not given) returned PAFAH2 inh 4.4, GSTO1 counter -2.1, PAFAH1B2 FP inh 2.0, PME-1 inh 3.6, pPAFAH FP inh 10.8, PAFAH1B3 FP inh -2.5, LYPLA2 inh 1.3, LYPLA1 counter 1.9 and PAD4 FP inh -7.1.
For CC(C)CCNC(=O)CN(CCN1CCOCC1)C(=O)Cn1nnc(-c2ccc(F)cc2)n1 the results were PAFAH2 inh -0.2, GSTO1 counter 8.2, PAFAH1B2 FP inh 3.1, PME-1 inh -0.6, pPAFAH FP inh -1.1, PAFAH1B3 FP inh 3.3, LYPLA2 inh -1.2, LYPLA1 counter -3.1 and PAD4 FP inh 3.1.
